West Nile antiviral: inhibition of WNV-induced cytopathic effect – cell-based, CPE readout (AID 1621); West Nile virus-infected cells, CPE inhibition; higher % means a stronger effect; CPE inhibition, % at 10 µM; hits with a dose series show IC50 in µM; actives 0.02% (n = 290,000); in the data active = a potency from the dose series; inconclusive = CPE inhibition mostly from about 3.7% at the one dose, without a potency; inactive = the rest, 99 in 100 with CPE inhibition below about 2.2%; note: strong numbers were not always called active
MgcRacGAP inhibition: MgcRacGAP GTPase-activating activity inhibitors, confirmation, biochemical, ADP Hunter fluorescence | inhibition, % at 30 µM, or IC50 in µM where a hit was titrated | AID 624330 | MgcRacGAP-stimulated Rac1 GTP hydrolysis, ADP Hunter fluorescence; higher % means a stronger effect; GST-tagged Rac1 F28L mutant substrate | actives 0.6% (n = 340,000);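 active = first-screen hits whose inhibition reached a set limit at any dose in the follow-up dose series; inconclusive = inhibition above the set first-screen limit but never retested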;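 note: fluorescence reports GDP produced by GAP-driven GTP hydrolysis; strong numbers were not always called active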
GPR35 arrestin U2OS: inhibition of zaprinast-stimulated GPR35 beta-arrestin translocation – imaging, U2OS, beta-arrestin-GFP, zaprinast agonist, primary screen (AID 2058); U2OS GPR35 beta-arrestin-GFP translocation imaging, zaprinast antagonism; higher % means a stronger effect; one-dose inhibition, % at 10 µM; IC50 in µM for titrated hits; actives 0.052% (n = 290,000);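 active = inhibition of at least 50% with at least 30 cells and total cytoplasm GFP at most 10,000,000; inconclusive = under 30 cells or total GFP of 10,000,000 plus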
CSM14.1 death rescue: rescue of cells from ER stress-induced death, primary screen, 384-well, CSM14.1, thapsigargin, ATP luminescence (AID 1222); CSM14.1 thapsigargin-induced death rescue, ATP luminescence; higher % means a stronger effect; one-dose cellular ATP content (survival), % at 20 µM; EC50 in µM for titrated hits; 190,000 tested, under 10 active;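 active = EC50 below 50 µM in the dose-response confirmation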;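 note: death triggered by thapsigargin at about 15 µM added after 2 h compound pretreatment; cell ATP read after overnight thapsigargin exposure of roughly 18 to 22 hours; normalized against plate controls of thapsigargin alone and 5% DMSO vehicle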
Large T inhibition: SV40 large T antigen inhibitors, biochemical (AID 1903); actives 0.39% (n = 310,000); inhibition, % at 20 µM; hits with a dose series show IC50 in µM; SV40 large T antigen ATPase/helicase inhibition assay; higher % means a stronger effect; in the data active = a potency from the dose series; inconclusive = inhibition mostly from about 32% at the one dose, without a potency; inactive = the rest, 99 in 100 with inhibition below about 32%; note: strong numbers were not always called active
RSV antiviral HEp-2: RSV antiviral activity via CPE protection, HEp-2 cells, primary 10 µM value included (AID 2391); CPE inhibition, % at 10 µM, or IC50 in µM where a hit was titrated; HEp-2 cells, RSV-induced CPE inhibition; higher % means a stronger effect; actives 0.13% (n = 310,000); in the data active = a potency from the dose series; inconclusive = CPE inhibition mostly from about 23% at the one dose, without a potency; inactive = the rest, 99 in 100 with CPE inhibition below about 21%; note: strong numbers were not always called active
Dengue-2 NS5 capping: Dengue-2 NS5 methyltransferase inhibitors, primary screen, biochemical, confirmation dose response (AID 588689); Dengue-2 NS5 methyltransferase capping enzyme assay, biochemical; higher % means a stronger effect; inhibition, % at 25 µM; hits with a dose series show IC50 in µM; actives 0.3% (n = 340,000); in the data active = a potency from the dose series; inconclusive = inhibition above about 29% without an active follow-up result
LYP inhibition: inhibitors of LYP phosphatase, biochemical, fluorescence intensity, uHTS (AID 1779). actives 0.054% (n = 290,000). recombinant LYP phosphatase, fluorescence intensity; higher % means a stronger effect. inhibition, % at 11.5 µM, or IC50 in µM where a hit was titrated; in the data active = inhibition above about 50%;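 note: plate controls were vehicle with enzyme for no effect and no enzyme for full effect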
Salmonella PhoP GFP: inhibitors of PhoP regulon expression, primary screen, Salmonella Typhimurium, GFP reporter (AID 1863). S. Typhimurium PhoP-regulated promoter GFP reporter, 4 h; higher % means a stronger effect. actives 0.16% (n = 300,000). inhibition, % at 50 µM, or IC50 in µM where a hit was titrated;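 active = inhibition over 29.93%, a cutoff 3 SD above the screen mean, later confirmed by dose response; inconclusive = inhibition over 29.93% but no dose response follow-up; inactive = inhibition at most 29.93% or unconfirmed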;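 note: 0% = low Mg2+ inducing control and 100% = high Mg2+ repressing control; strong numbers were not always called active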
Dengue-2 NS5 capping pilot replicate: also measured in Dengue-2 NS5 capping; calls as there; inhibition, %; measured here: pilot screen replicate inhibition
Active calls of the source: *; ? = inconclusive; . = not tested or not shown.

Start of the listing, in advance:
SMILES	West Nile antiviral	MgcRacGAP inhibition	GPR35 arrestin U2OS	CSM14.1 death rescue	Large T inhibition	RSV antiviral HEp-2	Dengue-2 NS5 capping	LYP inhibition	Salmonella PhoP GFP	others
COc1ccc(NC(=O)c2ccc(C#CC(C)(C)O)cc2)cc1	-0.2%	2%	-10%	2.4%	16%	7.3%	-4%	-3%	-15%
Cc1ccc2c(c1)/C(=N/OS(=O)(=O)c1ccccc1)CCS2	-0.1%	6%	.	.	.	1.6%	8%	.	.

The list itself, from the start:
SMILES	West Nile antiviral	MgcRacGAP inhibition	GPR35 arrestin U2OS	CSM14.1 death rescue	Large T inhibition	RSV antiviral HEp-2	Dengue-2 NS5 capping	LYP inhibition	Salmonella PhoP GFP	others
COc1ccc(NC(=O)c2ccc(C#CC(C)(C)O)cc2)cc1	-0.2%	2%	-10%	2.4%	16%	7.3%	-4%	-3%	-15%
Cc1ccc2c(c1)/C(=N/OS(=O)(=O)c1ccccc1)CCS2	-0.1%	6%	.	.	.	1.6%	8%	.	.
CC(=O)c1cccc(Nc2nc(-c3sc(N)nc3C)cs2)c1	-0.1%	9%	-3%	.	10%	4.9%	-12%	-8%	7%
CN(Cc1ccccc1)C(=O)COC(=O)/C=C/c1ccco1	0.1%	8%	7%	0.0%	11%	4.0%	-4%	4%	-5%
NC(=O)c1nsc(C(=O)N(Cc2ccccc2F)C(C(=O)NCC2CCCO2)c2ccc(F)cc2)c1N (stereo not drawn)	-0.5%	2%	-5%	.	-1%	0.5%	-5%	-7%	4%
O=C(NCc1cccnc1)/C(=C/c1ccc(-c2cccc(C(F)(F)F)c2)o1)NC(=O)c1ccccc1	.	-2%	7%	1.7%	-1%	11%	1%	1%	10%	Dengue-2 NS5 capping pilot replicate=0.2
CCCOC1CCCN(Cc2nc(-c3cnccn3)no2)C1 (stereo not drawn)	0.0%	10%	-4%	0.0%	-1%	-1.4%	0%	-11%	-4%
O=C(N/N=C/c1cccc(O)c1)c1ccccc1O	0.0%	1%	4%	.	27%	-0.2%	2%	-6%	2%
COc1cc(Nc2nnc(C)s2)c(Cl)cc1Cl	-0.1%	9%	6%	-0.7%	25%	1.0%	-7%	-8%	-8%
COc1cccc(NC(C)=[N+](C)CCNS(=O)(=O)c2ccc(Cl)cc2)c1	-0.1%	5%	8%	.	4%	0.3%	-3%	-15%	0%
Cc1cc(C)cc(NC(=O)c2cc(S(=O)(=O)NCc3ccco3)ccc2F)c1	2.8%	9%	1%	-0.8%	12%	17%	-13%	-4%	-10%
COc1ccc(C2C(C(=O)NCc3ccco3)c3ccccc3C(=O)N2C)cc1 (stereo not drawn)	-0.4%	0%	2%	0.3%	1%	1.0%	-8%	0%	-5%
CCC(C)[C@H](NC(=O)OC(C)(C)C)C(=O)NCC1CCC(C(=O)N[C@@H](Cc2ccccc2)C(=O)O)CC1 (stereo partly drawn)	-0.4%	5%	-16%	.	2%	1.0%	0%	-8%	5%
Cc1ccc(C)c(NC(=O)c2ccc3ccccc3n2)c1	-0.2%	2%	-10%	-2.0%	10%	1.1%	-9%	-4%	0%
Cc1ccccc1NC(=O)C1C2CCCCC21 (stereo not drawn)	-0.6%	5%	16%	.	-3%	-1.4%	-4%	-1%	8%	Dengue-2 NS5 capping pilot replicate=2.4
Cn1nnnc1Sc1ncnc2scc(-c3ccccc3)c12	?	12%	-5%	0.7%	-1%	8.8%	-3%	-5%	10%
CN(C)CCNC(=O)c1cc2cc(Br)ccc2oc1=O	-1.0%	5%	3%	-0.4%	7%	1.1%	-2%	-8%	-1%
CCCn1c(NCc2ccco2)nc2c1c(=O)n(C)c(=O)n2C	-0.4%	8%	2%	-5.2%	5%	9.1%	8%	2%	3%
COCc1[nH]nc2c1C1(C(=O)N(C)c3ccccc31)C(C#N)=C(N)O2 (stereo not drawn)	-0.3%	7%	-12%	2.1%	6%	2.9%	-3%	1%	-7%
COc1cc(NS(=O)(=O)c2ccc(NC(=O)COc3ccccc3C)cc2)nc(OC)n1	1.5%	-2%	-11%	-0.8%	4%	2.3%	3%	1%	6%
CN(C)N=Nc1ccc(S(N)(=O)=O)cc1	0.6%	2%	-9%	0.0%	22%	1.9%	-4%	3%	-3%
COc1ccccc1CNC(=O)C(C)NS(=O)(=O)c1ccc(C)cc1 (stereo not drawn)	-0.1%	3%	-13%	-0.9%	5%	0.2%	1%	-8%	-3%
O=C(Nc1ccc(F)cc1F)c1ccc(-n2cccn2)c([N+](=O)[O-])c1	0.3%	7%	-21%	-1.0%	6%	0.2%	-4%	-6%	-3%
COc1ccc(CCNC(=O)CCC(=O)N2CCOc3ccc(Cl)cc32)cc1OC	-0.7%	21%	-4%	.	3%	1.1%	3%	-8%	.
Cc1ccccc1C(=O)N1CCC(C(=O)O)CC1	.	4%	-14%	-3.5%	20%	0.1%	1%	-4%	-12%
Remaining list, next part.
SMILES	West Nile antiviral	MgcRacGAP inhibition	GPR35 arrestin U2OS	CSM14.1 death rescue	Large T inhibition	RSV antiviral HEp-2	Dengue-2 NS5 capping	LYP inhibition	Salmonella PhoP GFP	others
Cc1ccc(-c2nc(C(Cl)Cl)c3ccccc3n2)cc1	-0.7%	2%	5%	.	20%	0.0%	-12%	-3%	-6%
CS(=O)(=O)N(CC(=O)Nc1ccc(CC#N)cc1)c1ccc(C23CC4CC(CC(C4)C2)C3)cc1	-0.8%	7%	-6%	-0.6%	0%	4.2%	-3%	13%	-4%
Cn1nc(C(F)(F)F)c(C#N)c1N1CCN(c2ccccc2F)CC1	0.0%	13%	-5%	0.0%	11%	1.8%	-1%	-5%	-6%
CCCOc1ccc(-c2nnn(CC(=O)Nc3cccc(C(=O)OC)c3)n2)cc1	-0.3%	7%	2%	1.4%	5%	3.0%	-5%	-8%	9%
Clc1ccc(SCc2cc(-c3ccccc3)on2)cc1	0.1%	7%	-10%	-2.5%	-2%	1.5%	-5%	-7%	8%
COC(=O)[C@H](Cc1c[nH]c2ccccc12)NC(=O)NCc1ccccc1	-0.4%	0%	-9%	.	1%	0.5%	-12%	-9%	2%
CCOC(=O)C1CCCN(C2CC(=O)N(c3ccc(C(C)C)cc3)C2=O)C1 (stereo not drawn)	-0.2%	8%	-11%	-1.4%	3%	0.9%	-4%	-6%	-2%
C=CCc1c(C)nc(-c2ccccc2)nc1N/N=C/c1ccncc1	0.0%	-1%	-3%	.	5%	16%	1%	-1%	-5%
CN(C(=O)c1cccc(C#CC(C)(C)O)c1)C1CCCN(Cc2ccccc2F)C1 (stereo not drawn)	-1.1%	-7%	10%	.	25%	0.1%	-5%	-5%	9%	Dengue-2 NS5 capping pilot replicate=3.6
CCOC(=O)C1CCN(C(=O)C2(NC(=O)Nc3ccccc3C)CCCCC2)CC1	-0.4%	-4%	-5%	.	8%	0.4%	-7%	-6%	3%
CC(NC(=O)c1cccnc1)C(c1cccs1)N1CCOCC1 (stereo not drawn)	2.6%	-1%	1%	-2.1%	6%	2.3%	0%	-3%	7%
O=C1COc2ccc(-c3n[nH]c(=O)c4ccccc34)cc2N1	-0.7%	7%	6%	.	4%	13%	2%	-2%	-3%
COc1ccc(OC)c(Nc2nc(-c3ccccc3O)nc3ccccc23)c1	-0.1%	-3%	15%	-2.7%	9%	-0.9%	-8%	-2%	0%
COc1cc(C)nc2nc(SCc3ccccc3)nn12	.	5%	16%	-0.3%	16%	1.1%	-2%	1%	3%
Cc1ccc(C)c(S(=O)(=O)N2CCN(C(=O)Cc3ccccc3)CC2)c1	.	6%	.	.	12%	1.1%	-7%	.	-1%
O=S(=O)(NCc1ccco1)c1ccc(Cl)cc1Cl	-0.4%	4%	4%	.	12%	0.2%	-9%	-7%	3%
O=C(Nc1cccc2ccccc12)/C(=C\c1cccc([N+](=O)[O-])c1)NC(=O)c1cccs1	-1.0%	5%	2%	14%	20%	5.6%	-1%	-5%	-4%
O=C(O)c1cccc(N2C(=O)c3cccnc3C2=O)c1	-0.1%	1%	-4%	-1.0%	-7%	0.9%	1%	-3%	23%	Dengue-2 NS5 capping pilot replicate=-0.8
O=C(NCCc1ccccc1)C(=O)NCCC1CCCCN1S(=O)(=O)c1cccs1 (stereo not drawn)	.	4%	.	.	19%	2.1%	-4%	.	5%

13 structures out of the list, sorted by SMILES length, rising.
SMILES	West Nile antiviral	MgcRacGAP inhibition	GPR35 arrestin U2OS	CSM14.1 death rescue	Large T inhibition	RSV antiviral HEp-2	Dengue-2 NS5 capping	LYP inhibition	Salmonella PhoP GFP	others
COc1cc(C)nc2nc(SCc3ccccc3)nn12	.	5%	16%	-0.3%	16%	1.1%	-2%	1%	3%
O=S(=O)(NCc1ccco1)c1ccc(Cl)cc1Cl	-0.4%	4%	4%	.	12%	0.2%	-9%	-7%	3%
O=C(O)c1cccc(N2C(=O)c3cccnc3C2=O)c1	-0.1%	1%	-4%	-1.0%	-7%	0.9%	1%	-3%	23%	Dengue-2 NS5 capping pilot replicate=-0.8
CC(NC(=O)c1cccnc1)C(c1cccs1)N1CCOCC1 (stereo not drawn)	2.6%	-1%	1%	-2.1%	6%	2.3%	0%	-3%	7%
O=C1COc2ccc(-c3n[nH]c(=O)c4ccccc34)cc2N1	-0.7%	7%	6%	.	4%	13%	2%	-2%	-3%
Cn1nc(C(F)(F)F)c(C#N)c1N1CCN(c2ccccc2F)CC1	0.0%	13%	-5%	0.0%	11%	1.8%	-1%	-5%	-6%
COc1ccc(OC)c(Nc2nc(-c3ccccc3O)nc3ccccc23)c1	-0.1%	-3%	15%	-2.7%	9%	-0.9%	-8%	-2%	0%
Cc1ccc(C)c(S(=O)(=O)N2CCN(C(=O)Cc3ccccc3)CC2)c1	.	6%	.	.	12%	1.1%	-7%	.	-1%
CCOC(=O)C1CCCN(C2CC(=O)N(c3ccc(C(C)C)cc3)C2=O)C1 (stereo not drawn)	-0.2%	8%	-11%	-1.4%	3%	0.9%	-4%	-6%	-2%
CCOC(=O)C1CCN(C(=O)C2(NC(=O)Nc3ccccc3C)CCCCC2)CC1	-0.4%	-4%	-5%	.	8%	0.4%	-7%	-6%	3%
CN(C(=O)c1cccc(C#CC(C)(C)O)c1)C1CCCN(Cc2ccccc2F)C1 (stereo not drawn)	-1.1%	-7%	10%	.	25%	0.1%	-5%	-5%	9%	Dengue-2 NS5 capping pilot replicate=3.6
O=C(Nc1cccc2ccccc12)/C(=C\c1cccc([N+](=O)[O-])c1)NC(=O)c1cccs1	-1.0%	5%	2%	14%	20%	5.6%	-1%	-5%	-4%
CS(=O)(=O)N(CC(=O)Nc1ccc(CC#N)cc1)c1ccc(C23CC4CC(CC(C4)C2)C3)cc1	-0.8%	7%	-6%	-0.6%	0%	4.2%	-3%	13%	-4%

Source: PubChem BioAssay (several laboratories)
